# Screens: PubChem BioAssay, Broad Institute
# MITF act: activators of MITF-driven TRPM1 promoter activity in SK-MEL-5 cells | SK-MEL-5 TRPM1-promoter luciferase, 24 h; % of positive control, neutral wells = 0 | activation, % at 12.5 µM | 0.75% of 300,000 active | AID 588334;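 active = mean activation of at least 80% with every replicate also reaching 80%; inconclusive = mean reaches 80% but some replicate falls short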;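 also: 0% = neutral control wells and 100% = parthenolide positive control wells; values of inactives mirror those of a sister screen read the other way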
# PfHsp90 yeast 2: reduces growth (ATP signal) of yeast expressing P. falciparum Hsp90 | AID 504621 | 0.32% of 310,000 active | inhibition, % at 9.4 µM | S. cerevisiae expressing PfHsp90, BacTiter-Glo ATP, 48 h; yeast lacking PDR1 and PDR3 efflux regulators;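 active = every replicate shows inhibition above about 80%, whatever the replicate mean, limit read from the data; inconclusive = mean inhibition reaches the set limit but some replicate falls short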;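 also: 0% = DMSO neutral controls and 100% = 20 µM radicicol positive controls; yeast relying on Plasmodium falciparum Hsp90 in place of its own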
# PvdQ inh: blocks Pseudomonas aeruginosa PvdQ acylase activity; 0.063% of 340,000 active; inhibition, % at 10 µM; purified PvdQ acylase, fluorescence plate reader; in the data active = inhibition above about 30%, passing the limit was not always enough; inconclusive = no clear call, values can overlap the other calls;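 also: 0% = vehicle neutral wells and 100% = reference inhibitor wells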
# CAL PDZ FP-1: CAL PDZ (human) peptide binding inhibition | Q9HD26 | purified CAL PDZ, TMR-peptide fluorescence polarization, 1 h | inhibition, % at 24.9 µM | 0.92% of 300,000 active | AID 602252;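 active = mean inhibition of at least 30% with at least half of replicates also reaching 30%; inconclusive = no clear call, values can overlap the other calls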;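 also: 0% = DMSO neutral control and 100% = excess unlabeled competitor peptide PRC23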
# CAL PDZ FP-2: human CAL PDZ-peptide interaction inhibition; AID 504414; 0.02% of 330,000 active; purified CAL PDZ, TMR-peptide fluorescence polarization, 1 h; Q9HD26; inhibition, % at 20 µM;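 active = highest replicate inhibition of at least 40%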;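 also: plate controls were DMSO neutral control wells for no effect and unlabeled competitor peptide control wells for full effect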
#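 material = purified tagged CAL PDZ domain construct (CerCALP) | buffer or medium = sodium phosphate/NaCl buffer pH 7.4 with TCEP, IgG, Thesit | reagent = TMR-labelled reporter peptide T*-PRC34 bound in PDZ groove | incubation = 1 h room-temperature incubation prior to read | measured by = fluorescence polarization (mP) | evaluation = percent inhibition from loss of millipolarization | control set = unlabelled peptide and DMSO controls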
# SR-BI DiI-HDL act: activators of SR-BI mediated HDL lipid uptake; AID 504775; activation, % at 12.5 µM; CHO ldlA[mSR-BI] cells, DiI-HDL uptake fluorescence, 3 h; 100 = double the neutral-control signal; 0.096% of 320,000 active;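 active = mean replicate activation of at least 60% and every replicate at or above 60%; inconclusive = mean or all-replicate condition met, but not both; inactive = mean below 60% and not all replicates reaching 60%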;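 also: 0% = median plate neutral-control signal and 100% = twice that signal; values of inactives mirror those of a sister screen read the other way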
#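 Material: SR-BI-overexpressing, LDLR-lacking CHO cells | Dosing: Single compound concentration, delivered by pin transfer | Probe or stimulus: Labelled HDL, 10 µg/mL | Signal: Bottom-read cell fluorescence after medium removal, ex 550/em 595 nm | Schedule: 3 h, 37 °C | Evaluation: HDL uptake via cellular fluorescence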
# dFosB act: activators of mouse delta FosB homodimer; AID 493131; purified delta FosB, TAMRA-CDK5 oligo fluorescence polarization; percent of positive-control signal above neutral wells; 0.99% of 340,000 active; P13346; activation, % at 25 µM;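 active = mean activation above about 17%, with every replicate also reaching it, limit read from the data, passing the limit was not always enough; inconclusive = only one of the two conditions met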;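 also: fluorescence polarization rise as delta FosB binds a TAMRA Cdk5 AP-1 oligo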
# Target sequence (P13346 whole entry, looked up): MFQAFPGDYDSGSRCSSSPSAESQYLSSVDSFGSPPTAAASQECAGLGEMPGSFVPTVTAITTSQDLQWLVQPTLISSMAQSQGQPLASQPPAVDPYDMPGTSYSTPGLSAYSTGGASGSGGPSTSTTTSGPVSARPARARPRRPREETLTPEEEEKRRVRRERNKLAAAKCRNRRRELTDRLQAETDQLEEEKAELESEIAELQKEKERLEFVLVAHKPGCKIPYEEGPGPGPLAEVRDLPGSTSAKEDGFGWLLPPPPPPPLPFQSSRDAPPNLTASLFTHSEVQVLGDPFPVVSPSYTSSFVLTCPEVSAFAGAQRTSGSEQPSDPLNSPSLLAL
# Rtt109 Vps75: C. albicans Rtt109 histone acetyltransferase inhibition; Q5AAJ8; 0.16% of 330,000 active; purified Rtt109/Vps75, ThioGlo CoA-SH fluorescence, 4 h; inhibition, % at 34.9 µM;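 active = inhibition of at least 50% in every replicate; inconclusive = best replicate reaches 50% inhibition but some replicates fall short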
# NSD2 HMT inh: blocks human histone methyltransferase NSD2; 0.54% of 310,000 active; NSD2 peptide methylation, AlphaScreen, 120 min; inhibition, % at 12.5 µM; O96028; in the data active = inhibition above about 50%
# SR-BI HDL uptake: blocks mouse SR-BI lipid uptake from DiI-HDL; ldlA[mSR-BI] CHO cells, DiI-HDL uptake fluorescence, 3 h; inhibition, % at 12.5 µM; 0.96% of 320,000 active;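 active = mean replicate inhibition of at least 70% and a set share of replicates each scoring 70 or more; inconclusive = meets just one of the two criteria; inactive = fails both criteria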;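 also: 0% = median of neutral control wells and 100% = median of positive control wells; values of inactives mirror those of a sister screen read the other way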
# Target sequence (Q61009 whole entry, looked up): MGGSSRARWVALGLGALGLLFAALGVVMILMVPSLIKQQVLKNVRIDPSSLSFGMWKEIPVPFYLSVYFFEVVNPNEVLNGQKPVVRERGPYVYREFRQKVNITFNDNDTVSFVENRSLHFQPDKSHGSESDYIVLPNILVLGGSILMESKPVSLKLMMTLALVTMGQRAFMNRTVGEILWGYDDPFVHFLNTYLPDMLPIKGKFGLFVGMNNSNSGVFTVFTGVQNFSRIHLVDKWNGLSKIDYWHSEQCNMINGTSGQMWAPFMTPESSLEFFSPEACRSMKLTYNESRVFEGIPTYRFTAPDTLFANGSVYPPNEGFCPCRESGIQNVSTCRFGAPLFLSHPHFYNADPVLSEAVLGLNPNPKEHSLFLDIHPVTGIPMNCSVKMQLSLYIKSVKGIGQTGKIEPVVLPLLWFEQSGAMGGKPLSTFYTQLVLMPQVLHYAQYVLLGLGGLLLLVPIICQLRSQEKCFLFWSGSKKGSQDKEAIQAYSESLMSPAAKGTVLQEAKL
# The depositor's hits bear a star; ? = inconclusive; . = not tested or not shown.
No.	canonical_smiles	CAL PDZ FP-2	PvdQ inh	MITF act	NSD2 HMT inh	SR-BI HDL uptake	PfHsp90 yeast 2	CAL PDZ FP-1	dFosB act	SR-BI DiI-HDL act	Rtt109 Vps75
1	COc1cc(Nc2nc3ccccc3nc2NS(=O)(=O)c2ccc([N+](=O)[O-])cc2)cc(OC)c1OC	0.9	7	-12	.	58	-8	10	-15	-58	31
2	COc1ccccc1C(=O)COC(=O)CNC(=O)c1ccc(Br)o1	0.3	-20	-15	0	-298	-8	-10	2	?	-9
3	CCOCCCNCc1cn(-c2ccc(F)cc2F)nc1-c1ccccc1C	8.9	-16	-7	-4	22	-20	-7	-5	18	7
4	Cc1cc2c(cc1C)C(=O)C(Br)=C(N)C2=O	0.6	-12	-61	48	-12	.	2	-8	12	-9
5	COc1ccc(N2C(=O)CC(N3CCN(c4ccc(C(=O)c5cccnc5)cc4)CC3)C2=O)cc1 (stereo unspecified)	-1.4	4	-3	.	2	24	.	-15	-2	-4
6	COc1ccc(Nc2nc(N3CCCC3)nc3ccccc23)c(OC)c1	-2.6	-8	10	.	36	14	-2	39*	-36	15
7	COc1cccc(-c2csc(N3CCN(C(=S)NCC(C)C)CC3)n2)c1	0.1	1	.	0	31	-8	-1	-4	-31	10
8	O=C(Nc1cc(Sc2ccccn2)cc([N+](=O)[O-])c1)c1ccc(Cl)cc1	-0.9	11	0	.	?	-15	-6	-5	-77	25
9	CC(=O)Nc1ccc(S(=O)(=O)NC(=O)C23CC4CC(CC(C4)C2)C3)cc1	-0.8	1	8	-2	-17	-16	1	-7	17	-8
10	Cn1c(CNC(=O)c2ccccc2F)cc2ccccc21	-0.2	-2	-10	1	-19	-9	.	-6	19	-1
11	COc1cccc(CNc2nc(C(F)(F)F)nc3ccccc23)c1	-0.4	0	-7	-7	5	3	-3	-15	-5	26
12	CS(=O)(=O)c1ccc(Cl)c(NC(=O)COC(=O)c2c(Cl)cccc2Cl)c1	21	-16	4	1	4	41	-9	-13	-4	-4
13	CC(c1ccccc1)N(NC(=O)C(O)(c1ccccc1)c1ccccc1)C(=O)c1ccccc1 (stereo unspecified)	-2.8	-10	-6	1	-17	16	-7	38*	17	-7
14	O=C(NCCCn1ccnc1)/C(=C\c1cccnc1)NC(=O)c1ccccc1F	0.0	-8	-5	0	-17	-1	-5	3	17	4
15	COc1cc2c(cc1OC)CN(C(=O)CCc1c[nH]c3ccccc13)[C@H](C(=O)O)C2	-0.4	-4	-7	1	-9	20	2	-1	9	6

No.	canonical_smiles	CAL PDZ FP-2	PvdQ inh	MITF act	NSD2 HMT inh	SR-BI HDL uptake	PfHsp90 yeast 2	CAL PDZ FP-1	dFosB act	SR-BI DiI-HDL act	Rtt109 Vps75
16	CCCCOc1ccc(N=Nc2ccc(N)nc2N)cn1	0.2	9	76	6	4	16	-2	0	-4	0
17	CCOc1cc(N2CCOCC2)c(OCC)cc1NC(=O)c1ccc(F)c(S(=O)(=O)N2CCOCC2)c1	-1.5	-18	0	-1	47	-9	0	-7	-47	1
18	COc1ccc([C@@H]2[C@@H]3C(=O)N(C(C)(C)C)C(=O)[C@@H]3[C@]3(Cc4ccccc4)C(=O)N(c4ccc(C(F)(F)F)cc4)C(=O)N23)cc1	0.3	-5	3	.	-30	1	-4	-9	30	10
19	N#C/C(=C\c1c(N2CCN(c3ccccc3)CC2)nc2ccccn2c1=O)S(=O)(=O)c1ccccc1	-1.7	-9	11	4	-16	2	-1	-10	16	-5
20	O=C(C1CC1)N1CCC(C(O)(c2ccccc2)c2ccccc2)CC1	0.8	-8	1	-2	-13	6	-4	0	13	-12
21	Cc1ccc(NC(=O)c2ccccc2O)cc1	-0.8	-14	30	-3	21	29	-9	-10	-21	-4
22	COC(=O)c1ccc(NC(=O)c2ccco2)cc1	-0.4	22	.	2	13	33	-2	-13	-13	1
23	COc1ccc2cc(Br)ccc2c1CC(=O)NC1CC(C)(C)NC(C)(C)C1	-3.2	-5	.	1	-14	.	-1	-4	14	.
24	CCOc1ccccc1CNC(=O)C1CCN(c2nnc(C)c3c(C)n(-c4ccc(C)cc4)nc23)CC1	-3.5	-6	-94	0	59	5	1	85*	-59	4
25	COc1ccccc1C(=O)OCc1ccc2sc(C)nc2c1	-3.7	7	34	.	11	.	-3	-15	-11	6
26	c1ccc(Nc2nc(N3CCOCC3)c3ccccc3n2)cc1	-0.9	-5	-15	.	10	0	2	-8	-10	-4
27	Cc1ccc(NC(=O)NNC(=O)c2cc3ccccc3cc2O)c(C)c1	-0.5	-6	0	0	50	0	-1	-1	-50	0
28	CC1(C)CC(=O)C2=C(C1)Nc1nc(SCCN3CCOCC3)[nH]c(=O)c1C2c1cccs1 (stereo unspecified)	.	-14	4	1	-14	8	-2	-2	14	0
29	CCC1Oc2ccccc2N(CC(=O)NCCC2=CCCCC2)C1=O (stereo unspecified)	-1.9	-19	2	-2	14	-5	0	-7	-14	-2
30	CCCc1cc(=O)[nH]c(SCC(=O)N(C)CC(=O)Nc2ccc(F)cc2)n1	-0.3	-13	-3	-2	-4	-11	9	-9	4	8

# Records 25 to 27 from above:
No.	canonical_smiles	CAL PDZ FP-2	PvdQ inh	MITF act	NSD2 HMT inh	SR-BI HDL uptake	PfHsp90 yeast 2	CAL PDZ FP-1	dFosB act	SR-BI DiI-HDL act	Rtt109 Vps75
25	COc1ccccc1C(=O)OCc1ccc2sc(C)nc2c1	-3.7	7	34	.	11	.	-3	-15	-11	6
26	c1ccc(Nc2nc(N3CCOCC3)c3ccccc3n2)cc1	-0.9	-5	-15	.	10	0	2	-8	-10	-4
27	Cc1ccc(NC(=O)NNC(=O)c2cc3ccccc3cc2O)c(C)c1	-0.5	-6	0	0	50	0	-1	-1	-50	0

# Later entries
No.	canonical_smiles	CAL PDZ FP-2	PvdQ inh	MITF act	NSD2 HMT inh	SR-BI HDL uptake	PfHsp90 yeast 2	CAL PDZ FP-1	dFosB act	SR-BI DiI-HDL act	Rtt109 Vps75
31	COc1ccc(NC(=O)CN(C)C(=O)Cc2ccc3c(c2)CCC3)cc1	-0.2	-15	-8	3	-5	9	-3	-9	5	-3
32	CCOC(=O)CNC(=O)C1(/C=C/c2ccccc2)CC(=O)N1c1ccc(C)cc1 (stereo unspecified)	0.3	0	3	4	-14	-3	-1	-8	14	-8
33	Cc1ccc(S(=O)(=O)Nc2ccc(C(=O)N3CCCC3)cc2)cc1	-1.1	-16	-2	.	-7	5	-4	-1	7	-2
34	Nc1cccc(C#Cc2ccc3c(=O)c4ccccc4oc3c2)c1	0.4	-9	132*	.	14	-42	2	1	-14	-2
35	O=C(O)c1sc2cc(C(F)(F)F)cnc2c1-c1ccccn1	-1.1	-6	7	-7	7	-6	3	2	-7	2
36	O=C(NCCCn1ccnc1)c1ccc(Cl)cc1[N+](=O)[O-]	-1.5	-10	-12	2	-23	7	-1	2	23	-5
37	Cc1nc(Nc2ccccc2Br)c2nnn(Cc3ccccc3)c2n1	0.2	-13	.	0	46	5	-3	0	-46	-7
38	CCC(=O)NCCc1nc2ccccc2n1CC	0.4	3	.	.	-16	13	-2	-5	16	18
39	COc1ccc(Cl)cc1NC(=O)CC1S/C(=N/N=C2CCCCCC2)NC1=O (stereo unspecified)	-2.1	-17	4	-7	65	-38	-2	-8	-65	5
40	COc1ccc(CCCc2nnc(SCC(=O)Nc3ccc(OC)cc3)o2)cc1	-1.1	-11	9	-2	-5	-13	-1	-2	5	0
41	COc1ccc(CNC(=O)c2cc(-c3ccc(OC)c(OC)c3)on2)cc1	-1.4	-12	8	-9	7	-11	.	5	-7	-2
42	CC(=O)c1cccc(NC(=S)N2CCN(S(=O)(=O)c3ccc(F)cc3)CC2)c1	0.5	-7	8	0	21	-8	-1	-5	-21	-4
43	Cc1cc(NC(=O)CSc2nc(-c3ccc(Cl)cc3)cs2)no1	-0.3	-15	-3	-1	8	.	-1	4	-8	1
44	CC(Oc1ccc(Br)cc1)C(=O)NCC1(N2CCCCC2)CCCCC1 (stereo unspecified)	0.0	-12	3	2	-4	.	0	-4	4	-7
45	CCN(CC)CCNC(=O)c1ccccc1C(=O)c1ncc[nH]1	-0.8	-14	0	6	16	-16	-27	-1	-16	-3

No.	canonical_smiles	CAL PDZ FP-2	PvdQ inh	MITF act	NSD2 HMT inh	SR-BI HDL uptake	PfHsp90 yeast 2	CAL PDZ FP-1	dFosB act	SR-BI DiI-HDL act	Rtt109 Vps75
46	C/C(=N\Nc1cccc([N+](=O)[O-])c1)c1cc(F)ccc1O	-2.6	-3	65	1	.	-19	-3	9	.	-4
47	Cc1c(/C(O)=C2/C(=O)C(=O)N(CCN3CCOCC3)C2c2ccco2)cnn1-c1ccccc1 (stereo unspecified)	-1.2	-6	15	5	-7	31	-9	-14	7	-26
48	COc1cccc(OC)c1C(=O)NC(=O)Nc1c(F)cc(F)cc1F	-1.3	1	.	-1	-1	7	.	-1	1	10
49	COc1ccc(CNC(=O)COC(=O)CN2C(=O)NC3(CCCC3)C2=O)cc1	-0.5	-16	12	-1	-33	-3	6	-9	33	-4
50	Cc1cc(C)n(CCc2nc(-c3cccs3)cs2)n1	-1.1	8	.	-2	-20	3	.	1	20	8
51	COc1ccc(CCNC(=O)COc2ccc(S(=O)(=O)NC(C)C)cc2Cl)cc1OC	-1.4	-15	-2	-1	6	.	-20	-1	-6	-11
52	O=C(Nc1cccc(OCC(=O)N2CCOCC2)c1)C1CCCCC1	-2.0	-5	-3	0	9	.	-4	-4	-9	-4
53	CCOc1cc2[nH]c(=S)n(Cc3ccc(C(=O)NCCCN4CCOCC4)cc3)c(=O)c2cc1OCC	-4.5	-5	-29	-1	7	7	.	9	-7	-6

# Arranged by molar mass (rising): part of the list above
No.	canonical_smiles	CAL PDZ FP-2	PvdQ inh	MITF act	NSD2 HMT inh	SR-BI HDL uptake	PfHsp90 yeast 2	CAL PDZ FP-1	dFosB act	SR-BI DiI-HDL act	Rtt109 Vps75
16	CCCCOc1ccc(N=Nc2ccc(N)nc2N)cn1	0.2	9	76	6	4	16	-2	0	-4	0
8	O=C(Nc1cc(Sc2ccccn2)cc([N+](=O)[O-])c1)c1ccc(Cl)cc1	-0.9	11	0	.	?	-15	-6	-5	-77	25
42	CC(=O)c1cccc(NC(=S)N2CCN(S(=O)(=O)c3ccc(F)cc3)CC2)c1	0.5	-7	8	0	21	-8	-1	-5	-21	-4
